# sPLA2-III inh: Inhibits HGIII-sPLA2 liposome hydrolysis, primary screen; Q9NZ20; QFRET BODIPY PC-A2 liposome hydrolysis, fluorescence; inhibition, % at 12.2 µM; hit rate 0.56% among 370,000; AID 743126;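 active = inhibition above mean plus 3 SD of compounds lying within the high and low control bounds, cut at about 19% in these data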;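 note: 0% = median of test compound wells and 100% = no enzyme DMSO wells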
# hgDAF12 agonist: agonists of H. glycines DAF-12 nuclear receptor; hit rate 1.8% among 370,000; activation, % at 6.8 µM; HEK293 GAL4-hgDAF12 UAS-luciferase reporter, agonist luminescence; normalized to butyrate control;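 active = activation above a cutoff set at the mean of all screened compounds plus 3 SD, cut at about 10% in these data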;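 note: 0% = DMSO wells and 100% = sodium butyrate wells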
# DAX1 inh-1: inhibitors of human orphan nuclear receptor DAX1 (NR0B1). P51843. HEK293 Gal4-DAX1 luciferase reporter, luminescence. inhibition, % at 6.75 µM. hit rate 0.99% among 340,000. AID 504766;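 active = inhibition above the mean over all tested compounds plus 3 SD, cut at about 4.2% in these data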;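 note: 0% = DAX1-transfected cells with DMSO and 100% = empty-vector control cells with DMSO; inhibition shows as a rise in luminescence from relieved DAX1 repression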
# PLCb3 inh: PLC-beta3 (human) inhibition, primary screen; Q01970; Purified PLC-beta3, fluorogenic substrate, fluorescence; inhibition, % at 12.2 µM; hit rate 0.18% among 370,000; in the data active = inhibition above about 11%;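 note: 0% = median of compound wells on plate and 100% = full blocker control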
# ADAM17 inh: ADAM17 inhibition, QFRET primary screen; P78536; recombinant ADAM17, EDANS/DABCYL FRET peptide cleavage; inhibition, % at 6.95 µM; hit rate 0.83% among 370,000; AID 720648;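 active = inhibition above the mean of compounds lying between control limits plus 3 SD, set per campaign, cut at about 8.5% in these data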;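 note: 0% = DMSO-only wells as the low control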
# ADAM10 inh: ADAM10 inhibition, QFRET primary screen. O14672. recombinant ADAM10, EDANS/DABCYL FRET peptide cleavage, 3 h. inhibition, % at 7 µM. hit rate 0.62% among 370,000;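 active = inhibition above a per-campaign cutoff equal to the mean of compounds falling between control-based bounds plus 3 SD, cut at about 20% in these data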;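 note: 0% = DMSO wells while the 100% control is not disclosed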
# hcDAF12 agonist: H. contortus DAF-12 activation, primary screen. HEK293 hcDAF-12 lit1-tk-luc reporter, luminescence; 0% DMSO, 100% Δ7-dafachronic acid. activation, % at 6.8 µM. hit rate 1.4% among 370,000. AID 652067;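 active = activation above the mean of all tested compounds plus 3 SD, cut at about 5.5% in these data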;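 note: 100% = response to 3 µM Δ7-dafachronic acid high control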
# DAX1 inh-2: DAX1 (NR0B1) inhibition, primary screen. inhibition, % at 6.8 µM. AID 652010. hit rate 1.1% among 370,000. HEK293T StAR-luciferase reporter, SF-1/DAX-1 repression relief;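 active = inhibition above the mean over all tested compounds plus 3 SD, cut at about 3.6% in these data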;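 note: 0% = DAX-1 cells with DMSO and 100% = cells lacking DAX-1 with DMSO; higher inhibition means more luminescence from relief of DAX-1 repression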
# ssDAF12 agonist: S. stercoralis DAF-12 activation, primary screen; HEK293 ssDAF-12/GRIP1 lit1-tk-luc reporter, luminescence; % of 3 µM dafachronic acid response; activation, % at 6.8 µM; hit rate 1% among 370,000;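 active = activation above the mean over all tested compounds plus 3 SD, cut at about 0.9% in these data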;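 note: 0% = DMSO-only wells and 100% = 3 µM delta7-dafachronic acid wells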
# FXN GAA850 act: increases GAA850 frataxin promoter reporter activity | activation, % at 6 µM | hit rate 0.56% among 360,000 | HEK293 lucGAA850 FXN promoter luciferase reporter, 24 h; percent of 10 µM SAHA response;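 active = activation above the average of all compounds screened plus 3 SD, cutoff fixed separately per campaign, cut at about 7.5% in these data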;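 note: 0% = DMSO wells and 100% = 10 µM SAHA wells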
# PLCg1 inh: inhibitors of human phospholipase C gamma1 | P19174 | purified PLC-gamma1, fluorogenic substrate, fluorescence | inhibition, % at 12.2 µM | hit rate 0.84% among 370,000; in the data active = inhibition above about 9.5%
# Target sequence (P19174 whole entry, looked up): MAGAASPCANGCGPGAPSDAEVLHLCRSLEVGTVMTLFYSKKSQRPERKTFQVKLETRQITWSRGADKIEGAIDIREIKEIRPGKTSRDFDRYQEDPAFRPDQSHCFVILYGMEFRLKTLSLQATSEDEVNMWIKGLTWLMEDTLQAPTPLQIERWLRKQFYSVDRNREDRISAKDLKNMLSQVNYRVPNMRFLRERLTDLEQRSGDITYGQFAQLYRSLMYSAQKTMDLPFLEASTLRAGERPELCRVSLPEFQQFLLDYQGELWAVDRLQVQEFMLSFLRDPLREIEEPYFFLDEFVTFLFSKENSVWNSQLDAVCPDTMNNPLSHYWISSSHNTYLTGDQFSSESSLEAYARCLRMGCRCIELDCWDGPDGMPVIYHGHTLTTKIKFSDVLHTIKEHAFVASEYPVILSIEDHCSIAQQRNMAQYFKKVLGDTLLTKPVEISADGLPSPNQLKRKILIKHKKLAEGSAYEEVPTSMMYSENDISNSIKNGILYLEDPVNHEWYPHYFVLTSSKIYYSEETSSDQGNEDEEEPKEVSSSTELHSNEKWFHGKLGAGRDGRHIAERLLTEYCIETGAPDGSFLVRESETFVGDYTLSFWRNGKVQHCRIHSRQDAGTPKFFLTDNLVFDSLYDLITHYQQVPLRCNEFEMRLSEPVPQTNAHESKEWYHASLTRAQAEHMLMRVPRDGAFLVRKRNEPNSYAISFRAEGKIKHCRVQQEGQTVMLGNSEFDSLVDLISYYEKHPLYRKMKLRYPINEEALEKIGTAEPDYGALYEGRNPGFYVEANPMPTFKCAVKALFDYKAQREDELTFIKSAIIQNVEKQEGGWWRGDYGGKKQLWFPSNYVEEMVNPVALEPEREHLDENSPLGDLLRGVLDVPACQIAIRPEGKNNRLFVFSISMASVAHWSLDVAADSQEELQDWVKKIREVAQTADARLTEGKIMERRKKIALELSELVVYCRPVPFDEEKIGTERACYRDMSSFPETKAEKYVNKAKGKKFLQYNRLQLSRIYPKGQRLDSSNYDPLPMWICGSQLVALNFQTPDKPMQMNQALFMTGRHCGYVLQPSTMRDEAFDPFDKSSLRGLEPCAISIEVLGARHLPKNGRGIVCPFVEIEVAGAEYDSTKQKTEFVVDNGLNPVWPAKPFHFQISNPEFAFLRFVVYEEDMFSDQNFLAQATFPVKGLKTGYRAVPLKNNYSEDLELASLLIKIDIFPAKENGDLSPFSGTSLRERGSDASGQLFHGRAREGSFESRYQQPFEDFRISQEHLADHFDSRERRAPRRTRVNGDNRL
# The depositor's hits bear a star; . = no result given.
SMILES,sPLA2-III inh,hgDAF12 agonist,DAX1 inh-1,PLCb3 inh,ADAM17 inh,ADAM10 inh,hcDAF12 agonist,DAX1 inh-2,ssDAF12 agonist,FXN GAA850 act,PLCg1 inh
Cc1ccc(S(=O)(=O)N2CC3(C)CN(S(=O)(=O)c4ccc(C)cc4)CC(C)(C2)C3O)cc1 (stereo not given),7,-0.7,0.5,2,-3,-12,-1.6,0.2,-1.2,-0.3,0
O=C(/C=C/c1ccco1)NCCCN1CCOCC1,0,0.7,0.6,-6,-2,-5,-0.2,1.2,0.4,1.5,4
Cc1ccc(C)c(N2CCN(CCCc3ccccc3)CC2)c1,18,-0.2,0.0,-1,-5,-3,-2.7,-0.5,-1.1,1.1,-1
CCC(=O)N/N=C(\C)CC(=O)Nc1ccc2ccccc2c1,-24,-0.7,-1.7,-5,-13,-37,-0.1,-0.3,-0.5,2.8,-4
O=C(COc1ccc(F)cc1Cl)Nc1ccccc1C(=O)N1CCCCC1,-3,1.1,-0.6,-4,-5,2,1.3,0.4,-0.7,3.6,3
O=[N+]([O-])c1ccc2c(c1Nc1ccccc1)=NC1(CCCCC1)N=2,2,0.8,-1.5,0,-4,-4,0.7,-0.2,-1.2,-0.8,-3
O=C(c1cc(COc2ccc(F)cc2Cl)on1)N1CC2C[C@@H]3CC1C[C@H](C2)C3,1,13*,1.1,-6,1,2,2.8,5.7*,-0.4,5.8,-1
CC1=CC(C)(C)N(C(=O)C(C)N2C(=O)c3ccccc3C2=O)c2ccc(C)cc21 (stereo not given),-3,-2.1,0.1,3,-2,5,-2.1,-0.9,-1.1,0.9,3
O=C(N/C(=C/c1cccs1)C(=O)N1CCOCC1)c1cccs1,9,1.5,1.3,-1,1,4,-1.5,0.8,-1.8,0.2,5
CCn1c(SCC(=O)Nc2ccc(F)cc2F)nc2c(c1=O)SCC2,5,-3.4,-0.1,-9,-1,-3,-1.3,-0.5,-0.9,0.8,0
COc1ccc(N2CCN(C(=O)Cc3coc4cc(C)ccc34)CC2)cc1,1,0.8,-1.1,-5,1,7,-2.3,0.0,-1.5,-0.2,-4
Cc1ccc(C)c(S(=O)(=O)N=Nc2c(O)[nH]c3ccccc23)c1,2,3.6,1.8,-1,-4,-11,2.1,0.9,-0.2,0.2,-5
CSc1nc2[nH]c(=O)n(O)c(=O)c2n1Cc1ccccc1,5,2.1,-0.6,3,5,2,-0.5,0.8,-0.6,1.2,4
COCCn1c(SCC(=O)c2ccccc2)nc2c(c1=O)SCC2,-35,-1.0,-0.2,-2,-1,5,0.5,0.7,-1.1,2.4,5
O=C(N/N=C/c1ccc([N+](=O)[O-])s1)c1ccccc1Br,4,-12,-3.0,-7,0,-4,-4.5,-3.2,-2.8,-3.6,-7
N#CCC[C@H]1CC[C@]2(CCCN(S(=O)(=O)c3ccccc3)C2)O1,20*,0.7,.,-1,-3,-20,-1.4,0.1,0.2,.,4
NC(=O)CC(NC(=O)Cc1cccc2ccccc12)c1ccc(N2CCCCCC2)c([N+](=O)[O-])c1 (stereo not given),-20,1.1,-0.6,13*,3,12,-1.1,0.3,-1.4,-0.2,14*
CC(C)OC(=O)c1ccc(COC(=O)c2cccc(-c3nnc(-c4ccccc4)o3)c2)cc1,2,4.0,-0.3,-1,-3,-5,0.9,1.0,-1.7,2.0,2
COc1ccc(CNc2nc(NC(C)=O)nn2-c2ccccc2)cc1,-1,-0.7,1.7,-1,0,4,-2.9,-0.3,0.5,0.6,3
O=C(COC(=O)Cc1c(F)cccc1Cl)NC1CCS(=O)(=O)C1 (stereo not given),-8,0.6,0.7,-5,1,9,-0.5,1.9,-1.0,1.5,4
O=C(NCc1ccccc1)C(c1ccncc1)N(C(=O)c1csnn1)c1ccccc1F (stereo not given),2,-1.6,1.1,-3,2,10,-0.9,0.2,-0.8,-2.2,2
Cc1ccc(CNC(=O)C2(C)CCN2C(=O)Cc2ccc(-c3ccccc3)cc2)cc1 (stereo not given),-27,-0.6,.,-7,6,14,-1.8,-3.0,-1.7,-1.1,1
COc1ccc(N2CCN(C(=O)c3oc4ccccc4c3NC(=O)CCc3cc(OC)no3)CC2)cc1,-5,-1.2,0.0,-8,0,10,-3.1,-1.1,-1.8,1.7,2
CCOc1cc(OCC)cc(C(=O)N2CCC[C@H]2C(=O)N2CCC[C@H]2C(=O)NCc2ccccn2)c1,3,-0.3,.,3,3,-1,-0.6,1.2,-0.3,.,0
O=C(NCc1ccccc1)C1Cc2c(-c3ccc(Cl)cc3)ccnc2O1 (stereo not given),-5,2.7,.,1,4,2,-0.7,-1.4,-1.2,-1.4,-1
COc1cc(NC(=S)Nc2cccc(C)n2)cc(OC)c1OC,7,2.2,0.0,3,0,7,-1.8,-0.8,-1.0,0.6,2
CCN(CC(=O)Nc1cccc(S(N)(=O)=O)c1)Cc1nc2ccccc2c(=O)[nH]1,-2,1.2,0.2,-15,-6,-5,-0.6,-0.1,-0.8,3.2,-6
CCOc1ccccc1NC(=O)Cc1ccccc1OC,-4,-0.9,0.4,-3,-5,-3,2.5,-1.3,-1.1,1.5,2
CCCc1nn(C)c2c(=O)[nH]c(-c3ccccc3OCC)nc12,-1,-0.1,-0.6,0,-1,-7,-1.4,0.6,-0.6,-0.7,-1
Oc1c(Br)cc(Br)cc1CNc1ccc(F)cc1,-21,-1.6,-0.2,-3,3,-8,0.0,0.2,0.1,0.9,-1
CCOC(=O)Cc1csc(NC(=O)CSc2nc(C)cc(=O)[nH]2)n1,9,-0.6,0.4,0,-6,0,-1.4,-0.1,-0.5,-1.9,0
COc1ccc(/C=C(/NC(=O)c2ccco2)C(=O)NCc2ccco2)cc1,7,0.6,-0.7,1,-5,-9,0.3,0.2,-0.4,1.3,0
NC(=O)c1cccnc1Nc1ccccc1F,2,3.4,1.0,1,2,5,0.3,0.6,-1.3,3.5,5
O=C(Cn1ncc2c(=O)oc3ccccc3c21)NC1CC1,-7,2.2,0.5,2,-4,-3,-1.2,0.5,-1.1,1.8,-2
CC(=O)c1c(C)[nH]c(C(=O)Nc2cccc(C)c2C)c1C,4,-1.1,2.9,-8,-3,-1,-2.2,-0.2,0.0,0.8,-2
C=CCNc1nc2c(c(=O)[nH]c(=O)n2C)n1CCCc1ccccc1,-2,0.0,0.2,-2,-2,3,-3.1,-1.2,-0.6,-0.2,2
CCCCNC(=O)C1CCCN(S(=O)(=O)c2ccc(S(=O)(=O)NCC(C)C)cc2)C1 (stereo not given),-9,0.7,-1.6,4,-4,5,-2.3,-1.0,-1.6,-0.8,2
C[C@H](CO)N1C[C@H](C)[C@@H](CN(C)C(=O)C2CC2)OCc2cn(nn2)CCCC1=O,7,1.8,.,-4,-4,-10,0.8,-0.3,-1.2,.,0
NC(=O)C1CCCN(CC(=O)Nc2ccccc2C(=O)NC2CC2)C1 (stereo not given),6,0.9,0.1,-5,-2,-2,-1.4,0.3,-0.7,0.0,5
Cc1cc(NC(=O)C(C)Oc2ccccc2)no1 (stereo not given),7,-0.6,0.5,-17,-6,-3,-0.1,-0.1,-0.9,1.5,-2

# Reprinted at random: two records from the list, in no set order.
SMILES,sPLA2-III inh,hgDAF12 agonist,DAX1 inh-1,PLCb3 inh,ADAM17 inh,ADAM10 inh,hcDAF12 agonist,DAX1 inh-2,ssDAF12 agonist,FXN GAA850 act,PLCg1 inh
O=C(NCc1ccccc1)C1Cc2c(-c3ccc(Cl)cc3)ccnc2O1 (stereo not given),-5,2.7,.,1,4,2,-0.7,-1.4,-1.2,-1.4,-1
NC(=O)C1CCCN(CC(=O)Nc2ccccc2C(=O)NC2CC2)C1 (stereo not given),6,0.9,0.1,-5,-2,-2,-1.4,0.3,-0.7,0.0,5

# Next records.
SMILES,sPLA2-III inh,hgDAF12 agonist,DAX1 inh-1,PLCb3 inh,ADAM17 inh,ADAM10 inh,hcDAF12 agonist,DAX1 inh-2,ssDAF12 agonist,FXN GAA850 act,PLCg1 inh
COc1ccc(/C(C)=N/NS(=O)(=O)c2ccccc2)c(OC)c1,3,5.0,0.8,4,-2,-1,-2.5,-0.2,-1.8,-1.0,-2
Cc1ccc(-c2nn3c(C)nnc3s2)cc1NC(=O)CSc1ccc(Cl)cc1,2,1.1,0.5,-4,-8,-3,0.1,-0.6,-1.1,-0.9,-1
CCOc1cc(C#N)c(NC(=O)c2cccnc2Cl)cc1OCC,4,-1.4,2.5,2,-3,3,0.1,-0.4,-0.9,-0.9,6
CN1CCC(=O)N([C@H](CC#N)c2ccccc2)CC1,-2,2.5,1.8,-12,-5,-14,3.3,0.4,-0.3,2.9,-11
O=C(NNC(=O)c1ccc2c(c1)OCO2)NC12CC3CC(CC(C3)C1)C2,4,1.1,-0.3,2,3,1,-0.1,1.2,-0.6,2.3,3
CSc1ccc(C(c2c(C(=O)O)[nH]c3ccccc23)c2c(C(=O)O)[nH]c3ccccc23)cc1,-70,-0.4,1.6,-22,-4,2,5.6*,0.0,-1.1,3.4,-7
Cc1nc2cc(-c3ccsc3-n3c(C)ccc3C)[nH]n2c(=O)c1Cl,-6,-0.1,0.2,-116,-40,-130,0.4,0.1,-1.2,1.1,-94
Cc1nc2nc(C)c(NS(=O)(=O)c3ccc(CC(C)C)cc3)c(=O)n2[nH]1,4,-0.5,-0.8,-5,-4,-2,0.7,-0.1,-0.8,1.6,0
CC(C)Oc1ccc(C(=O)N2CCN(C(=O)c3ccco3)CC2)cc1,6,0.5,0.2,-13,-2,-5,-1.1,2.1,-1.1,-0.1,-1
COc1ccc(CNCCCSc2ncccn2)c(OC)c1,7,-1.9,0.9,-4,-2,-6,-2.9,-0.2,-1.3,0.5,2
O=C(NCC1CC1)c1csc(COCCO)n1,8,0.3,.,13*,4,0,-0.3,1.6,-0.8,0.9,6
CCOc1cccc(/C=N/N2CCN(c3ccc(Cl)cc3)CC2)c1O,1,0.3,1.3,-2,-1,3,-1.5,-0.6,-1.3,-2.8,3
CCOC(=O)c1ccc(-c2nnc(-c3ccc(Cl)cc3Cl)o2)cc1,2,0.5,0.3,4,-2,-3,1.0,0.1,-0.7,4.7,1
CCCn1c(CCc2ccccc2)nnc1SCC(=O)N1CCCC1,9,-2.6,0.1,5,0,3,-2.2,0.2,-0.3,1.1,4
COC(=O)[C@@H](Cc1ccccc1)NC(=O)NCCc1c[nH]c2ccccc12,-42,5.4,0.0,-5,-1,0,1.3,-0.4,-0.6,0.6,2
COC(=O)C1CCN(C(=O)/C=C/c2ccc(OC)cc2)CC1,-3,2.9,0.3,5,-2,-2,0.1,0.1,-0.4,-0.1,-2
COc1cccc(NC(=O)CNS(=O)(=O)c2ccc3nc(C)sc3c2)c1,-2,0.1,-0.1,0,3,-4,-0.9,-0.2,-0.7,0.6,1
CN(Cc1cc([N+](=O)[O-])ccc1Cl)C(=O)C[n+]1ccccc1,2,1.4,0.2,1,-2,-4,-0.3,0.1,-0.8,0.5,-1
CN(Cc1cnccn1)C(=O)c1cc(COc2cccc(C(F)(F)F)c2)on1,3,2.9,0.3,-6,0,-9,-1.2,0.0,-0.8,3.8,-1

# High-throughput results: PubChem BioAssay, The Scripps Research Institute Molecular Screening Center
